# Source: PubChem
# UPR CHOP act: apoptotic UPR (CHOP) activation; CHO-CHOP luciferase reporter, luminescence; percent of tunicamycin response over DMSO baseline; activation, % at 10 µM; hit rate 0.34% among 330,000;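 active = at 10 µM dose, activation of 40% or more, normalized to positive control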;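 note: 100% = tunicamycin at 10 µg/mL and 0% = DMSO alone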
#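 System: CHO CHOP reporter cells. Amount: 500 cells per well. Buffer or medium: F12 medium, 10% FBS. Compound dosing: one dose, 10 µM in 0.5% DMSO. Incubation: 6 h compound exposure at 37 °C after overnight seeding. Technique: Steady-Glo luciferase luminescence. Benchmarks: tunicamycin and DMSO controls.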
# 697 NFkB inh: lowers PMA/ionomycin-induced NF-kB signal in 697 B cells | 697 B-cell NF-kB luciferase reporter, 16 h | inhibition, % at 4 µM | hit rate 0.33% among 330,000 | AID 435022; in the data active = inhibition above about 35%
# XBP1 UPR activ: adaptive UPR (XBP1) activation; CHO-XBP1 luciferase reporter, IRE1-XBP1 UPR activation, luminescence; percent of tunicamycin response, DMSO as zero; activation, % at 20 µM; hit rate 0.33% among 330,000;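 active = versus positive control, 20 µM dose yields 30% or more activation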;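 note: 100% = tunicamycin at 10 µg/mL and 0% = DMSO only wells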
#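 Signal: luciferase luminescence; Assay system: CHO-XBP1 luciferase reporter cells; Amount: one thousand reporter cells per well; Dosing: 20 µM single concentration, DMSO 1%; Benchmarks: high control tunicamycin 10 µg/mL final, low control DMSO vehicle only; Schedule: 6 h compound exposure at 37 °C, 5% CO2; Evaluation: percent activation relative to tunicamycin reference.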
# TIM10 inh: growth inhibitors of TIM10 yeast strain | inhibition, % at 10 µM | hit rate 1.4% among 330,000 | S. cerevisiae TIM10 strain growth, BacTiter-Glo luminescence, 24 h;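 active = inhibition of 40% or more at the single tested concentration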;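 note: wild-type TIM10 isogenic control strain grown at permissive 25 °C; 0% = DMSO yeast wells and 100% = minimal medium wells without yeast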
# tim23-1 inh: tim23-1 yeast growth inhibition | S. cerevisiae tim23-1 growth, BacTiter-Glo luminescence, 24 h | hit rate 1.3% among 330,000 | inhibition, % at 20 µM;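 active = growth inhibition of the mutant yeast at or above 50%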;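 note: temperature-sensitive mutant grown at 25 °C; plate controls were DMSO-treated mutant yeast for no effect and medium wells lacking yeast for full effect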
# Jurkat NFkB inh: inhibitors of the PMA/ionomycin-induced NF-kB reporter in Jurkat cells; inhibition, % at 4 µM; hit rate 0.53% among 330,000; PMA/ionomycin-induced NF-kB luciferase reporter, luminescence; in the data active = inhibition above about 50%
# tim10-1 inh: growth inhibitors of tim10-1 mutant yeast | inhibition, % at 20 µM | S. cerevisiae tim10-1 ts strain growth, BacTiter-Glo, 24 h | hit rate 2.2% among 330,000 | AID 463190;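 active = inhibition of at least 40%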;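 note: mutant grown at 25 °C; 0% = DMSO wells with yeast and 100% = wells holding no yeast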
# Mdm2-MdmX inh: disrupts the human Mdm2-MdmX interaction; O15151+Q00987; SaOS-2 split-luciferase Mdm2/MdmX complementation, luminescence; inhibition, % at 8 µM; hit rate 3% among 330,000;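 active = inhibition of at least 50% at 8 µM in the primary screen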
# Target sequence (O15151 whole entry, looked up): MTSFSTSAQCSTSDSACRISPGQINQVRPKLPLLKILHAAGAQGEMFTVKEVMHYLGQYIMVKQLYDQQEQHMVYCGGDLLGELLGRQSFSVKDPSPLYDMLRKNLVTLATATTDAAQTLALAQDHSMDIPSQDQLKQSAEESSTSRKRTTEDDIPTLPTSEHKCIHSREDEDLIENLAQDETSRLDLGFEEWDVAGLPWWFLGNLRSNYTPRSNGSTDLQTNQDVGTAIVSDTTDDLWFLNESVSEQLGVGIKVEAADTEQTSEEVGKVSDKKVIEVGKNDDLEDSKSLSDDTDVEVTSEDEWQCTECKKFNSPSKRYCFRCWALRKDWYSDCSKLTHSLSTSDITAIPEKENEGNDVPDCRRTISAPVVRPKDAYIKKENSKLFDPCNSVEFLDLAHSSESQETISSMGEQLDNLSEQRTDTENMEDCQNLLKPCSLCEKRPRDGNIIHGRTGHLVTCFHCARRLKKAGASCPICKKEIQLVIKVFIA
# Target sequence (Q00987 whole entry, looked up): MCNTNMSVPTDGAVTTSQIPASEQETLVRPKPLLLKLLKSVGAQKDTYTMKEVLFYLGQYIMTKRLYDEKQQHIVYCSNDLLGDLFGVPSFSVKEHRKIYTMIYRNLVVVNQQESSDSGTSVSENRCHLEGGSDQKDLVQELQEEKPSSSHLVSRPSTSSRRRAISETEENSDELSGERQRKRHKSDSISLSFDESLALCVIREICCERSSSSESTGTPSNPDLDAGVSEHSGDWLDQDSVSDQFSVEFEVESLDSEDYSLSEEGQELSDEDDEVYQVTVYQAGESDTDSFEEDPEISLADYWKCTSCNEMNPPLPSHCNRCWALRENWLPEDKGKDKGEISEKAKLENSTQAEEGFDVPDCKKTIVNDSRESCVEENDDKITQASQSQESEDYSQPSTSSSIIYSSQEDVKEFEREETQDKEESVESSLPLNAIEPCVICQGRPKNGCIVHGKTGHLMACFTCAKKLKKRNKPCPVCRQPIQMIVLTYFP
# * marks the source's active call; other numbers are inactive results.
# The line under a structure holds: UPR CHOP act	697 NFkB inh	XBP1 UPR activ	TIM10 inh	tim23-1 inh	Jurkat NFkB inh	tim10-1 inh	Mdm2-MdmX inh
N#Cc1c(N)nc(SCC(=O)NCc2ccc3c(c2)OCO3)c(C#N)c1-c1cccs1
→ -0.5	-15	0	-11	1	10	-12	6
COCCN(C(=O)c1cc2c(s1)CCCCC2)c1c(N)n(CC(C)C)c(=O)[nH]c1=O
→ 1.4	5	-3	7	3	-9	15	-7
Cc1ccc(S(=O)(=O)N2[C@@H](c3ccccc3)C(C(=O)O)=CC[C@H]2c2cccc(Cl)c2)cc1
→ 0.3	5	-1	10	16	-19	17	-17
Cn1ncc(SCc2ccccc2)c(Cl)c1=O
→ 1.9	-14	-5	-3	-22	21	-8	52*
CCC(=O)N1CCN(c2ccc(NC(=O)c3ccc(N4CCOCC4)c([N+](=O)[O-])c3)cc2)CC1
→ -0.9	11	-2	3	14	-3	-2	30
CCn1cc(C(=O)OCc2ccccc2)c(=O)c2ccc(C)nc21
→ -3.5	32	1	-12	25	-14	18	18
CC1CCCC(C)N1C(=O)COC(=O)c1ccc(F)c(S(=O)(=O)N2CCOCC2)c1 (stereo not drawn)
→ 1.7	-29	-2	5	4	-7	7	22
O=C(C[n+]1ccccc1)N/N=C/c1ccco1
→ -2.9	13	-2	5	3	10	-4	20
CC(=O)C1=C(O)C(=O)N(c2ccc(C(=O)O)cc2)C1c1ccccc1 (stereo not drawn)
→ 0.0	-12	-1	-1	-2	10	1	6
CC(C)(C)c1ccc(S(=O)(=O)NCC(=O)N2CCN(C(=O)c3ccco3)CC2)cc1
→ 2.0	16	-1	10	7	1	0	3
CC(=O)OC1CSc2nc3ccccc3n2C1 (stereo not drawn)
→ -0.9	-14	2	-13	5	1	0	-11
CC(C)NC[C@H](O)COc1cccc2[nH]ccc12
→ -0.5	-3	-8	1	14	-3	0	-24
Cc1sc2nc(CN3CCOCC3)[nH]c(=O)c2c1-c1ccccc1
→ 0.4	6	-1	3	11	0	-8	8
O=S(=O)(Nc1ccccc1OC(F)F)c1ccc(S(=O)(=O)N2CCCC2)cc1
→ -1.1	27	-1	7	17	-17	5	-18
CN1CCCN(C(=O)/C=C/c2ccc(F)cc2)CC1
→ 0.3	-37	1	-19	7	-5	19	-7
COc1cc(NC(=O)C2CCC(CNc3c(N4CCC(C)CC4)c(=O)c3=O)CC2)cc(OC)c1 (stereo not drawn)
→ -0.4	14	-4	-7	3	4	-2	38
Cc1cc(C)cc(OCC(=O)Nc2ccc(F)cc2)c1
→ 0.0	17	-4	2	11	15	6	15
CCc1nnc(NC(=O)C2CCCN(S(=O)(=O)c3ccccc3)C2)s1 (stereo not drawn)
→ -0.3	18	-2	3	-5	6	1	18
CCn1c(=S)sc2c(=O)[nH]c(SCC(=O)Nc3cc(OC)ccc3OC)nc21
→ 1.3	11	-7	9	-3	4	-1	11
COc1cccc(C2C(C(=O)c3cccs3)=C(O)C(=O)N2c2cc(C)on2)c1 (stereo not drawn)
→ 1.6	6	3	-6	16	-15	11	4

# Compounds listed so far that contain an aryl methoxy group, in the order listed:
# The line under a structure holds: UPR CHOP act	697 NFkB inh	XBP1 UPR activ	TIM10 inh	tim23-1 inh	Jurkat NFkB inh	tim10-1 inh	Mdm2-MdmX inh
COc1cc(NC(=O)C2CCC(CNc3c(N4CCC(C)CC4)c(=O)c3=O)CC2)cc(OC)c1 (stereo not drawn)
→ -0.4	14	-4	-7	3	4	-2	38
CCn1c(=S)sc2c(=O)[nH]c(SCC(=O)Nc3cc(OC)ccc3OC)nc21
→ 1.3	11	-7	9	-3	4	-1	11
COc1cccc(C2C(C(=O)c3cccs3)=C(O)C(=O)N2c2cc(C)on2)c1 (stereo not drawn)
→ 1.6	6	3	-6	16	-15	11	4

# Additional compounds
# The line under a structure holds: UPR CHOP act	697 NFkB inh	XBP1 UPR activ	TIM10 inh	tim23-1 inh	Jurkat NFkB inh	tim10-1 inh	Mdm2-MdmX inh
Cc1ccc(NC(=O)CN(C)C(=O)C(c2ccccc2)c2ccccc2)cc1
→ -1.3	-5	0	8	32	-3	14	-9
CC1CCc2c(nc3ncnn3c2Nc2ccc(OC(F)(F)F)cc2)C1 (stereo not drawn)
→ 1.9	-4	-2	-7	38	18	30	5
Cc1cc(C)nc(NC(=O)C(c2ccccc2)c2ccccc2)c1
→ 2.4	31	-1	8	4	15	9	29
Cc1ccc(C(=O)CC(=O)c2ccc(C(C)(C)C)cc2)cc1
→ 5.0	-9	1	-6	-9	-35	18	30
CCOC(=O)c1cnc2c(N=Nc3ccccc3)c(N)nn2c1N
→ 1.4	-163	0	11	0	-126	4	-42
O=C(CC1C(=O)NCCN1Cc1ccccc1)NC1CCCCCC1 (stereo not drawn)
→ 1.9	0	-2	27	26	17	22	-10
Cc1cc(NC(=O)CCCn2nc([N+](=O)[O-])c(Br)c2C)no1
→ -0.9	-7	-3	0	8	-1	-4	5
O=S(=O)(NCc1ccc(F)cc1)c1ccccc1Br
→ -1.2	4	1	4	28	8	-8	6
O=C(COC(=O)c1cc[n+]([O-])cc1)Nc1ccc(Cl)cc1Cl
→ -0.9	7	3	2	-1	7	-2	-22
COc1cccc2sc(Nc3nc(-c4ccccn4)cs3)nc12
→ 624*	-132	9	13	50	98*	52*	43

# Some entries already given with just XBP1 UPR activ and tim23-1 inh:
structure	XBP1 UPR activ	tim23-1 inh
Cc1cc(NC(=O)CCCn2nc([N+](=O)[O-])c(Br)c2C)no1	-3	8
O=S(=O)(NCc1ccc(F)cc1)c1ccccc1Br	1	28

# The list goes on.
# The line under a structure holds: UPR CHOP act	697 NFkB inh	XBP1 UPR activ	TIM10 inh	tim23-1 inh	Jurkat NFkB inh	tim10-1 inh	Mdm2-MdmX inh
COC(=O)c1ccc(Cn2nnc3ccccc32)cc1
→ -0.2	-4	-2	-1	8	6	8	24
CCCc1cc(=O)oc2cc(C)cc(OCC(=O)N[C@@H](CSCc3ccccc3)C(=O)O)c12
→ -0.7	-2	2	11	12	4	24	11
COc1cc(SC)ccc1C(=O)OCC(=O)NCCNC(=O)COC(=O)c1ccc(SC)cc1OC
→ -1.4	-24	-4	4	18	-10	25	7
COCCNC(=O)c1ccc(C)c(NC(=O)C2=C(C)OCCS2)c1
→ 0.7	-8	-1	-7	-3	-9	12	6
Cc1ncc(CO)c(/C=N/NC(=O)c2cccc(S(=O)(=O)N3CCCC3)c2)c1O
→ 2.0	2	-2	-3	9	17	10	27
COc1ccccc1NC(=S)N(Cc1ccccc1)Cc1cccs1
→ 1.4	-7	-4	13	16	-6	36	2
C=CCNc1ncnc2ccc(Br)cc12
→ -1.7	-1	2	-10	-7	-2	5	35
COc1ccc(OC)c(NC(=O)CSc2nnc3ccc(-c4ccccn4)nn23)c1
→ 1.3	-28	2	9	17	16	23	26
Cc1ccc(C)c(Oc2coc3cc(O)ccc3c2=O)c1
→ 1.2	17	-4	34	43	8	18	5
O=C(Nc1ccc(F)cc1)Nc1ccc2ccccc2n1
→ 2.4	-30	0	9	-5	-30	-12	27
CCN(CCCNC(=O)C1CCCN(S(=O)(=O)c2cnc[nH]2)C1)c1ccccc1 (stereo not drawn)
→ 2.4	1	-1	-1	17	2	7	12
COC(=O)CC1C(=O)NCCN1C(=O)Nc1ccc(Cl)c(Cl)c1 (stereo not drawn)
→ 0.6	21	-2	-2	1	18	3	5
O=C1/C(=C\c2ccc(O)c(O)c2)N=C2CCCCCN12
→ 6.5	-102	16	-5	11	-5	3	12
Nn1c(-c2cccc(Br)c2)n[nH]c1=S
→ 1.2	23	-3	13	10	15	-1	28
CCCc1cc(=O)[nH]c(Nc2cc(OC)ccc2OC)n1
→ -1.2	-8	-1	-7	-4	-5	0	10
O=C(CCCOc1cccc(Br)c1)NC1CCC(O)CC1 (stereo not drawn)
→ -0.5	3	0	-5	-3	7	11	-4
Cc1ccnc2nc(C(=O)N3CCN(S(=O)(=O)c4ccccc4)CC3)nn12
→ 0.0	3	0	-7	13	-10	-2	10
Cc1ccc2c(c1)-n1c(nc3cc(Cl)ccc3c1=O)C(CC(C)C)NC2=O (stereo not drawn)
→ 2.1	-39	3	11	27	17	15	-33
OC(COc1ccc(CN2CCSCC2)cc1)CN1CCCCC1 (stereo not drawn)
→ -0.3	-5	1	-3	7	5	5	-2
CN(c1ccc(C(=O)NC2CCCC2)cc1)S(=O)(=O)c1ccccc1
→ 1.5	-5	-3	6	17	8	-16	-17
Cc1ccc(F)cc1NC(=O)c1ccc(OCC2CCCO2)cc1 (stereo not drawn)
→ 3.5	-23	3	3	5	-27	-10	-24
COCCCn1c(C(=O)NCCN2CCOCC2)cc2c(=O)n3cccc(C)c3nc21
→ 1.2	12	0	7	3	13	12	-7
COc1ccc(N(CC(=O)Nc2cccnc2)S(C)(=O)=O)cc1
→ 0.3	11	0	-3	0	2	3	6
O=C1C=C(NCc2ccc(Cl)c(Cl)c2)CC1
→ 3.1	28	-4	-5	-5	17	3	-8
CCCCNc1c(N)n(CCCC)c(=O)[nH]c1=O
→ 0.1	-10	-1	3	5	-4	6	-13
O=C(COC(=O)c1cccc(S(=O)(=O)N2CCN(c3ccccc3)CC2)c1)NCc1ccco1
→ 1.0	5	-7	-2	2	5	18	-3
O=C(Cc1nc2ccccc2[nH]1)c1ccc(Br)cc1
→ 5.0	-1	2	17	24	-23	20	-6
CCOC(=O)N1CCC(NC(=O)C2CCN(S(=O)(=O)c3c(C)noc3C)CC2)CC1
→ -0.7	18	-1	-10	17	-3	6	39
Nc1c(N2CCN(c3ccccc3)CC2)c2ccccc2oc1=O
→ -2.5	-32	-1	11	27	-5	49*	38
Cc1ccc(NC(=O)c2sc3nc(C)cc(C)c3c2N)cc1
→ 2.1	-193	-6	3	20	-119	22	-169
COC(=O)c1ccccc1C(=O)c1cccc2ccccc12
→ 1.6	-58	-2	-10	30	-14	-4	-4
O=C(Nc1ccccc1C(F)(F)F)N1CCN(c2ccccn2)CC1
→ 0.5	12	-3	0	9	6	10	-2
CN(C)S(=O)(=O)c1ccc(C(=O)NNC(=O)C2COc3ccccc3O2)cc1 (stereo not drawn)
→ -0.6	-7	0	11	4	-13	-5	13
COCCSc1ccccc1C(=O)Nc1ccc(Br)cc1
→ 0.1	13	0	2	37	-19	-8	1
O=C(CCCC1=NS(=O)(=O)c2ccccc2N1)N1CCN(c2ccccc2)CC1
→ 0.1	16	1	3	0	1	7	4
CCCn1c(SCC(=O)c2cc(C)n(C3CC3)c2C)n[nH]c1=O
→ 2.2	5	1	8	14	5	17	-6
CON(c1nc(Cl)nc(N(C)C)n1)S(=O)(=O)c1ccccc1Cl
→ 0.6	18	-2	11	41	25	25	16
COC(CNC(=O)CN1CCN(Cc2ccccc2F)C1=O)OC
→ 1.0	-27	0	-9	-10	-7	15	-9
O=C(NCCc1ccccc1)c1ccccc1F
→ 2.7	-108	1	8	-1	-94	12	-94
Cc1ccc(SC/C(O)=C(\C#N)c2nc3ccccc3n2C)cc1
→ 4.1	-3	2	6	11	-22	12	1
Cc1cc(C(F)(F)F)nn1CC(=O)NNC(=S)Nc1cccc(Cl)c1
→ 0.4	-2	-2	-6	2	-2	20	5
Cc1cc(O)ccc1N1C(=O)c2cccc3cc([N+](=O)[O-])cc(c23)C1=O
→ -0.6	20	-1	13	8	8	5	-7
C/C(Cc1ccccc1)=N\NC(=O)c1cc(C(C)(C)C)[nH]n1
→ -0.9	15	6	24	21	-11	9	17
CC(Oc1ccccc1)C(=O)Nc1cccc(F)c1 (stereo not drawn)
→ 0.5	17	1	18	16	4	14	-2
CCc1cc[n+](-c2nc3ccccc3nc2C(=C=[N-])C#N)cc1
→ -0.7	25	-2	5	5	1	11	7
C/C(CC(=O)NCCc1ccccc1)=N\NC(=O)COc1ccc(Br)cc1
→ 0.3	10	-1	-11	10	-11	-14	18
CC(=O)c1ccc(NC(=O)CCCN2C(=O)COc3ccc(C)cc32)cc1
→ -0.3	-17	-4	-6	6	5	19	-11
Cc1ccc(-c2nc(=S)c3c(n2CCN2CCOCC2)CC(C)(C)OC3)cc1
→ -0.5	2	-1	-2	17	-2	6	-10

# No enrichment for hits; overall some 6.6% were active at least once.
